DAGLB inh: blocks human DAGLB lipase activity. Q8NCG7. HEK293T DAGLB membrane lysate, EnzChek fluorogenic substrate. inhibition, % at 5.17 µM. 0.059% of 340,000 active; in the data active means inhibition above about 34%;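 further: 0% = enzyme with vehicle and 100% = wells lacking enzyme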
PKA-R2B activ: activates the human PKA-R2B holoenzyme complex. PKA-R2B holoenzyme dissociation, Cy5-IP20 fluorescence polarization; R2B truncated from residue 108, S112A mutant; 0% DMSO only, 100% 113 µM cGMP. activation, % at 11.4 µM. 0.079% of 340,000 active. AID 504700;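 active means activation above a cutoff set at the mean over all compounds plus 3 SD, cut at about 18% in these data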;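 further: higher means more holoenzyme dissociation and a rise in polarization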
Target sequence (P31323 whole entry, looked up, other chains not shown, the tested form may be a part): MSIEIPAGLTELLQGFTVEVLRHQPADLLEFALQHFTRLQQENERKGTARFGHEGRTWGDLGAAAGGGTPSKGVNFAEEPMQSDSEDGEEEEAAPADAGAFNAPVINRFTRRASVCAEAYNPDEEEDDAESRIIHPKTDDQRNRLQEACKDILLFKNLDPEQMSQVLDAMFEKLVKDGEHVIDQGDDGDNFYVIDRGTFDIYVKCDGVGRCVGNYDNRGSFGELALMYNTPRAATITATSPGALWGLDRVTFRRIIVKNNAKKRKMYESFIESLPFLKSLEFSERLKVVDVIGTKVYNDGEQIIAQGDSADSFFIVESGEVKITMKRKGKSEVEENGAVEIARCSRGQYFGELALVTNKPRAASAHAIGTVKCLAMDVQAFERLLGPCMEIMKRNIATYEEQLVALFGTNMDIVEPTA
AddAB inh: less growth of phage-infected E. coli with AddAB; 0.29% of 330,000 active; E. coli expressing H. pylori AddAB, absorbance growth; inhibition, % at 11.9 µM; in the data active means inhibition above about 12%;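 further: 0% = vehicle wells of infected cells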
SUMO Mot1 rescue: blocks SUMOylation pathway, rescuing yeast Mot1-301 growth. S. cerevisiae Mot1-301 growth rescue, ATP luminescence, 38.5C; percent above DMSO median, 100 means doubled. growth rescue, % at 18.8 µM. 1% of 320,000 active. AID 2716;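 active means every valid replicate shows activation above 250% relative to neutral control wells; inactive means the rest, any valid replicate at or below 250%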;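 further: OY570 slx delta 5 strain wells were the positive control but not used for scaling; some compounds called inactive have numbers as strong as hits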
HTR5A inv ctr: HTR5A inverse agonism, opioid heterodimer counter-screen | P47898 | HTR5A cell line, luminescence | inhibition, % at 9.3 µM | 0.083% of 340,000 active | AID 504634; in the data active means inhibition mostly above about 23%, no sharp cut-off; inactive means mostly below about 18%;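 further: 0% = cells with DMSO and 100% = no-cell wells with DMSO; some compounds called inactive have numbers as strong as hits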
Target sequence (P47898 whole entry, looked up): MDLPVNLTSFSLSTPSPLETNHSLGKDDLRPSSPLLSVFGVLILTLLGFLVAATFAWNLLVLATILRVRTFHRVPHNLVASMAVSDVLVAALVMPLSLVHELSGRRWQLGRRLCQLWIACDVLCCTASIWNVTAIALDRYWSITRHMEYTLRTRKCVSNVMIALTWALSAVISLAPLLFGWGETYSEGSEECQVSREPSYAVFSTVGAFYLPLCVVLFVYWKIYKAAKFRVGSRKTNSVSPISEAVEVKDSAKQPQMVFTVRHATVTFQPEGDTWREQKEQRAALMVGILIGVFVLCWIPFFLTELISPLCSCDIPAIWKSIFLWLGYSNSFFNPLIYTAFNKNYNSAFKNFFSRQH
phage Ecoli inh: E. coli growth loss with phage present | AID 651602 | 0.26% of 360,000 active | growth absorbance | inhibition, % at 11.9 µM; in the data active means inhibition above about 11%
HTR5A ag: counter-screen for OPRM1-OPRD1 agonists: human HTR5A agonism; HTR5A agonist assay, luminescence, cell-based; 0.61% of 340,000 active; P47898; AID 504692; activation, % at 9.3 µM; in the data active means activation mostly above about 9.5%, no sharp cut-off; inactive means mostly below about 7.6%;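 further: 0% = cells with vehicle only and 100% = reference agonist; strong numbers were not always called active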
Tat transport: blocks Tat-dependent protein export in E. coli; E. coli MC4100 TorA-mCherry Tat export, fluorescence; inhibition, % at 10 µM; 0.036% of 340,000 active;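 active means mean replicate inhibition at least 50% and at least half of replicates individually reaching 50%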;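 further: exported cargo escapes ClpAP degradation while cytoplasmic cargo is degraded and loses fluorescence; 0% = median of neutral control wells and 100% = median of NaSCN control wells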
CDK5 inh: CDK5/p35 (human) kinase inhibition. inhibition, % at 10 µM. Recombinant CDK5/p35, ADP-Glo luminescence, 60 min. Q00535+Q15078. 0.01% of 330,000 active. AID 488839;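 active means highest replicate inhibition of at least 50% and at least 75% of replicates reaching 50%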;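 further: plate controls were DMSO neutral control for no effect and GW8510 at 10 µM for full effect; many of its hits are not listed in these tables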
PKA-R1A act: PKA-R1A complex activation | activation, % at 11.4 µM | P00514+P68181 | PKA-R1A dissociation, Cy5-IP20 fluorescence polarization; scaled: DMSO 0%, 113 µM cGMP 100% | 0.083% of 340,000 active;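 active means percent activation above the mean of all tested compounds plus 3 SD, cut at about 19% in these data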;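 further: higher means more PKAc released from R1A so a rise in polarization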
E coli growth: bacterial growth inhibition, counter-screen for AddAB inhibitors. E. coli V3065 growth, OD600 absorbance, 18 h. AID 449728. 0.27% of 330,000 active. inhibition, % at 11.9 µM;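 active means inhibition above the campaign's mean inhibition across all tested compounds plus 3 SD, cut at about 9.9% in these data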;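 further: uninfected addAB+ strain grown without phage in ampicillin broth; 0% = DMSO wells and 100% = ciprofloxacin 0.95 µg/ml wells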
The depositor's hits bear a star; x = no result given. Outcome played no part in choosing rows; 2.3% or so of the library scored in one or more.

SMILES	DAGLB inh	PKA-R2B activ	AddAB inh	SUMO Mot1 rescue	HTR5A inv ctr	phage Ecoli inh	HTR5A ag	Tat transport	CDK5 inh	PKA-R1A act	E coli growth
COc1ccc(/C=N/NC(=O)c2ccoc2C)cc1COc1c(C)cccc1C	-2	-10	-1.0	5	-21	3.5	6	20	0.4	-12	-1.4
Cc1cc(C(F)(F)F)nc(SCC(=O)NC2CCCCC2)n1	-2	-4	2.9	10	-26	-1.2	3	-1	0.2	-10	-0.2
O=C(c1ccc(Cl)c(S(=O)(=O)N2CCCCCC2)c1)N1CCOCC1	-1	9	2.6	111	3	2.3	-1	8	0.2	-1	-2.8
CCC(CO)n1c(SCc2cc([N+](=O)[O-])cc3c2OCOC3)nc2ccccc2c1=O (stereo unspecified)	-5	-3	1.3	5	15	2.0	-6	5	0.3	1	-0.6
Cc1cc(-c2nnc(SCc3ccccn3)o2)no1	-1	-10	-0.4	10	17	-0.3	2	-1	1.6	12	4.0
O=c1cc(N2CCc3ccccc32)[nH]c(=O)n1-c1ccc(Br)cc1	1	-9	-1.8	x	-19	2.2	7	18	1.6	-9	-0.5
CN(c1ccccc1)S(=O)(=O)c1ccc(Cl)c(C(=O)Nc2ccccc2N2CCOCC2)c1	-2	11	x	x	16	2.4	3	-4	0.3	1	x
COc1cccc(CC(NC(C)=O)C(=O)NC2CCN(C(=O)c3ccc(Cl)cc3)CC2)c1OC (stereo unspecified)	-3	10	0.8	-5	-6	-0.5	0	-1	-0.5	15	-0.6
COc1ccc2oc(C(=O)OCC(=O)NCc3ccccc3OC)c(C)c2c1	-11	3	-1.6	74	-20	-0.1	7	2	0.1	10	-0.9
CCCc1cc(=O)oc2cc(OC3CCCCC3=O)ccc12 (stereo unspecified)	-3	-12	x	-13	-7	-0.6	2	3	0.3	-3	x
Cc1ccc(C)n1-c1cccc(S(=O)(=O)N2CCOCC2)c1	1	-7	2.1	2	3	3.6	-1	-2	2.5	0	-1.6
O=C(NCc1ccco1)c1ccc(COc2cccc3ccccc23)cc1	-7	-1	3.9	74	9	5.0	9	8	-0.7	-9	0.5
CC(=O)N(C)c1ccc(NS(=O)(=O)c2cccc3nsnc23)cc1	0	4	1.0	85	-14	1.4	4	3	0.1	0	-1.6
O=C(c1cc2cc(Cl)ccc2[nH]1)N1CCN(c2ccccc2F)CC1	-8	-4	4.5	13	11	0.0	-3	-8	-0.8	-8	-2.6
O=C(CN1CCN(C(=O)c2ccccc2)CC1)Nc1ccc(Br)cn1	-2	14	3.9	-11	-5	0.9	2	-2	0.7	11	-1.1
NS(=O)(=O)c1ccc(NC(=O)COC(=O)CCC2CCCC2)cc1	-2	-2	-0.3	-9	-12	1.2	4	-1	-2.0	4	-1.5
CCN(CC)CCn1c2c(c(SCC(=O)NCc3ccccc3)nc1=O)CCCC2	0	4	-1.7	4	14	-0.8	3	8	-0.7	6	0.3
Cc1c(Cl)cccc1NC(=O)COC(=O)c1c2c(nc3ccccc13)CCN(Cc1ccccc1)C2	-4	-11	1.1	-3	-17	2.4	5	1	-0.7	0	-1.8
CC1CC(=O)Nc2ccccc2N1C(=O)Nc1ccc(F)cc1 (stereo unspecified)	2	-9	4.0	1	-6	1.8	-4	-1	-1.6	-2	3.0
CC(C)c1cc(C(C)C)c(S(=O)(=O)NNC(=O)c2ccncc2)c(C(C)C)c1	2	-3	3.3	294	-1	0.6	1	11	-0.7	4	1.4
CN(C1=NS(=O)(=O)c2ccccc21)c1ccc(OC(=O)c2ccccc2)cc1	-1	-10	4.7	46	1	-0.6	0	-3	3.3	-5	1.6
O=C(NCCCN1CCOCC1)C1(c2ccccc2)CCCC1	-1	2	1.3	11	-5	-0.6	-2	-6	2.4	5	1.2
COc1cccc(OC)c1C(=O)OCC(=O)N1CCC(Cc2ccccc2)CC1	1	-3	2.3	2	6	1.0	-2	-8	-5.8	-3	1.8
COc1cc(C)nc(OCCNS(=O)(=O)c2cc(C)ccc2C)n1	2	6	0.2	x	2	0.3	4	2	-1.1	-5	1.3
Cn1cc(/C=C(\NC(=O)c2ccccc2)C(=O)NCCN2CCOCC2)c2ccccc21	4	0	4.9	323	-13	1.1	-6	2	3.2	0	-1.6
CCC(=O)Nc1ccc(C2C(=O)c3ccccc3C2=O)cc1	3	4	1.9	12	17	2.5	-4	3	0.2	-3	2.2
COc1cccc(C(=O)N2CCN(C(=O)c3cccc(F)c3)CC2)c1	-1	9	-0.1	-5	1	3.2	0	0	0.1	-4	-2.6
CCn1c(N2CCN(CC(=O)c3c[nH]c4ccccc34)CC2)nc2c1c(=O)[nH]c(=O)n2C	-2	-3	0.9	11	-22	3.8	-2	5	-2.1	-6	0.5
CCNC(=O)C(CC(C)C)NC(=O)C(CO)NC(=O)C1CCC(=O)N1 (stereo unspecified)	2	-5	3.5	304	0	2.6	0	11	0.5	-8	0.5
O=C1CC2(CCN(C(=O)C3CC(=O)N(c4ccc(F)cc4)C3)CC2)Oc2ccccc21 (stereo unspecified)	4	-9	5.3	-3	-4	0.7	2	-5	0.6	-10	1.9
COc1cc(Nc2nc(-c3ccccc3)c3cc(C)ccc3n2)cc(OC)c1OC	-3	2	-0.7	-5	17	2.0	1	16	0.5	4	-2.7
CN(CC(=O)Nc1c(Cl)cccc1Cl)C(=O)c1ccccc1Cc1ccccc1	0	-7	1.0	-8	-13	-0.8	5	2	0.5	3	1.5
COc1cc2nc(=S)n3[nH]c(CCn4nc(C)cc4C)nc3c2cc1OC	-1	-5	-2.2	x	-11	-0.5	-6	-6	0.4	-3	-1.3
O=C(Cc1ccccc1)c1c[nH]c(C(=O)NCCCN2CCOCC2)c1	0	-13	3.2	4	2	3.2	-1	-3	-2.8	5	-3.2
COC(=O)[C@H](Cc1ccccc1)NC(=O)Cn1cnc2c(OCc3ccccc3)ncnc21	0	3	1.7	8	x	2.3	x	-7	11	-12	0.4
CCSc1nnc(Nc2ccc(C)cc2)s1	-3	9	2.1	5	-22	0.6	4	0	0.0	5	0.4
Cc1ccsc1/C=C1/SC(N2CC(C)OC(C)C2)=NC1=O (stereo unspecified)	-3	-5	0.5	-2	-3	3.2	4	2	x	-3	-2.3
COc1ccccc1CNC(=O)CN1C(=O)NC(Cc2ccccc2)(c2ccccc2)C1=O (stereo unspecified)	-1	2	2.9	10	3	2.4	-1	7	-2.0	-2	3.5
CC(=O)C1=C(O)C(=O)N(Cc2ccccc2)C1c1ccc([N+](=O)[O-])cc1 (stereo unspecified)	2	-8	2.5	-7	-17	2.0	5	-4	1.4	-12	-1.2
Nc1nc(-c2cccs2)cs1	-1	-3	0.4	-7	-19	x	-1	4	2.1	-6	1.4
CC(=O)c1ccccc1C(=O)N1CCC(n2nccc2NC(=O)C2CC2)CC1	-1	-13	x	-10	-11	0.4	-5	-1	-1.2	0	x
COc1ccc(/C(=C/c2ccc(OC(F)F)c(OC)c2)C(=O)O)cc1OC	-1	0	3.5	0	-9	1.7	6	-3	-0.8	-1	0.5
Cc1cc(Cl)c(S(=O)(=O)NC(C(=O)O)c2ccccc2)cc1OCC(N)=O (stereo unspecified)	-2	0	0.2	3	-13	4.0	1	-1	2.4	-7	-0.5
CCOC(=O)C1=C(COC(=O)CCOc2ccccc2C)NC(=O)NC1C (stereo unspecified)	-5	-8	0.0	-2	-16	2.4	6	-5	-2.3	-4	2.2
CCCCOc1c(Cl)cc(C(=O)N2CCN(CC(=O)N3CCCC3)CC2)cc1OCC	0	-5	x	x	6	3.8	3	-2	0.0	-9	x
CC(C)c1ccccc1NC(=O)CC1(CC(=O)O)CCCC1	-1	-9	0.9	x	8	3.4	-3	-5	0.5	-4	0.0
COc1ccccc1-n1cnnc1SCC(=O)NCC1CCCO1 (stereo unspecified)	-2	-6	3.1	-16	-17	4.5	6	-13	2.3	-11	1.0
CCN(CC)S(=O)(=O)c1cc(NS(=O)(=O)c2ccccc2)ccc1C	0	-10	-0.1	10	-2	-1.5	1	-4	-0.2	4	-4.3

Already shown: entries from further up.
SMILES	DAGLB inh	PKA-R2B activ	AddAB inh	SUMO Mot1 rescue	HTR5A inv ctr	phage Ecoli inh	HTR5A ag	Tat transport	CDK5 inh	PKA-R1A act	E coli growth
CC(=O)C1=C(O)C(=O)N(Cc2ccccc2)C1c1ccc([N+](=O)[O-])cc1 (stereo unspecified)	2	-8	2.5	-7	-17	2.0	5	-4	1.4	-12	-1.2
Nc1nc(-c2cccs2)cs1	-1	-3	0.4	-7	-19	x	-1	4	2.1	-6	1.4
CC(=O)c1ccccc1C(=O)N1CCC(n2nccc2NC(=O)C2CC2)CC1	-1	-13	x	-10	-11	0.4	-5	-1	-1.2	0	x
COc1ccc(/C(=C/c2ccc(OC(F)F)c(OC)c2)C(=O)O)cc1OC	-1	0	3.5	0	-9	1.7	6	-3	-0.8	-1	0.5

3 of the entries above in order of the Tat transport value, high to low:
SMILES	DAGLB inh	PKA-R2B activ	AddAB inh	SUMO Mot1 rescue	phage Ecoli inh	Tat transport	CDK5 inh	PKA-R1A act
CCCCOc1c(Cl)cc(C(=O)N2CCN(CC(=O)N3CCCC3)CC2)cc1OCC	0	-5	x	x	3.8	-2	0.0	-9
CCN(CC)S(=O)(=O)c1cc(NS(=O)(=O)c2ccccc2)ccc1C	0	-10	-0.1	10	-1.5	-4	-0.2	4
CCOC(=O)C1=C(COC(=O)CCOc2ccccc2C)NC(=O)NC1C (stereo unspecified)	-5	-8	0.0	-2	2.4	-5	-2.3	-4

Next section.
SMILES	DAGLB inh	PKA-R2B activ	AddAB inh	SUMO Mot1 rescue	HTR5A inv ctr	phage Ecoli inh	HTR5A ag	Tat transport	CDK5 inh	PKA-R1A act	E coli growth
c1ccc(-c2nc3nonc3c3nc4ccccc4n23)cc1	-4	-4	0.0	-11	-10	1.2	4	1	-11	3	0.3
COc1ccc(NC(=O)C2CCN(S(=O)(=O)c3c(C)nn(C)c3C)CC2)cc1	0	-3	2.5	-5	31	0.8	-1	16	-1.5	-3	3.0
COc1ccc(OC)c(C2/C(=C(/O)c3ccc(C)cc3)C(=O)C(=O)N2Cc2ccco2)c1 (stereo unspecified)	1	-4	3.6	-8	-15	3.6	4	-5	1.4	-13	-1.1
COc1ccccc1CNC(=O)c1cc(S(=O)(=O)N2CCOCC2)cn1C	-1	-10	-1.0	-13	-27	3.0	-3	-2	1.5	-4	2.0
Cc1nc2ccccc2nc1OCC(=O)NCC(F)(F)F	1	-4	3.3	-18	10	3.7	3	-6	0.6	0	2.2
COc1cccc(-c2cc(C(=O)Nc3ccc4c(c3)OCO4)no2)c1	-2	4	5.5	126	-2	3.6	1	3	-1.2	9	-0.8
CN(Cc1cccc(F)c1)C(=O)C1CC(=O)N(c2ccc3c(c2)OCCO3)C1 (stereo unspecified)	2	4	-0.3	-18	-24	2.3	9	-9	0.2	-2	-1.5
CN1CCN(/N=C/c2nc(-c3ccc(Cl)cc3)n3ccccc23)CC1	0	4	0.2	348	13	2.5	-3	5	-1.1	-6	-0.7

Look-ups from above:
COc1ccc(NC(=O)C2CCN(S(=O)(=O)c3c(C)nn(C)c3C)CC2)cc1 in PKA-R1A act has -3
COc1ccccc1CNC(=O)c1cc(S(=O)(=O)N2CCOCC2)cn1C in PKA-R1A act has -4

Bioassay records: PubChem, several laboratories
